# Tb PFK block: T. brucei PFK enzyme inhibition; Potency, µM (series often up to 57.5 µM), inactives show at the top dose activity, negative = inhibition, most hits filed as inhibitors; T. brucei PFK, ADP-Glo luminescence; 0.17% of 330,000 active;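 further: potency means the concentration at half of the fitted maximal effect; 0% = uninhibited 1x PFK enzyme wells and -100% = no-enzyme wells; nearly all actives have a fitted effect of over 60% in size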
# Target sequence (O15648 whole entry, looked up): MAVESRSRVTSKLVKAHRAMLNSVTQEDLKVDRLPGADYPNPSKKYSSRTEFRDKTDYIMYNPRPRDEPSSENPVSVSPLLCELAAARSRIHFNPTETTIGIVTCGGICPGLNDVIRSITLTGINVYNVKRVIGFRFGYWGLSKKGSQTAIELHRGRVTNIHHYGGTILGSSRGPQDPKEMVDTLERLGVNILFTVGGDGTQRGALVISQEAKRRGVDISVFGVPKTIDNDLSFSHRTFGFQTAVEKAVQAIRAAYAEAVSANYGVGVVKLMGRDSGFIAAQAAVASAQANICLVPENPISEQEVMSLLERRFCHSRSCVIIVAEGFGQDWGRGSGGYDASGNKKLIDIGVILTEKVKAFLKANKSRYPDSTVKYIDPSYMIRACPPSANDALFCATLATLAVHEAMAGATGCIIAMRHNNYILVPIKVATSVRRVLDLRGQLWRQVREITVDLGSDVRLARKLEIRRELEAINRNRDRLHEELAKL
#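 Luminescent ADP detection (ADP-Glo, two-step: ATP depletion then ADP-to-ATP conversion for luciferase) reported PFK activity after 45 min room-temperature reaction of 1.25 nM enzyme with 0.5 mM F6P and 0.1 mM ATP at pH 8.0.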
# BRCA1 expr act: increases BRCA1 expression. Potency, µM (series often up to 46.1 µM), without a hit: at the top dose activation, hits mostly activators. 1.1% of 380,000 active. MCF7-BRCA1-FFLuc reporter, luminescence, 48 h; response scale: scaled: vehicle 0%, 10 µM genistein 100%; further: potency means the concentration at half of the fitted maximal effect; nearly all actives have a fitted effect of over 80% in size; some results filed as inactive show a strong effect at the top dose
#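 MCF7 cells carrying a BRCA1-firefly luciferase reporter (2000 cells/well, phenol-red free MEM) were attached for 2 h at 37 °C, then given compounds for 48 h. Luminescence was read 15 min after luciferase reagent; activity normalized to genistein (10 microM) and DMSO.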
# p53 reactivator: mutant p53 re-activation in reporter cells; H1299 p53-A138V BP100-luciferase reporter, luminescence, 24 h; Potency, µM (titrated, usually from 92.2 µM), inactives show at the top dose activity change, positive = activation, most hits filed as activators; 0.063% of 320,000 active; AID 504706; further: potency means the concentration at half of the fitted maximal effect; % of control where 0% means no effect; nearly all actives have a fitted effect of over 45% in size
#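 H1299 (p53-null), stable ts p53-A138V + BP100-Luc; 1000 cells/well, Opti-MEM/10% FBS; cpd 4 pt, 1:5; 24 h, 37 deg C, 5% CO2; detection reagent 10 min RT; luminescence.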
# TRPV1 agonist: agonists of human vanilloid receptor 1 (TRPV1); Q8NER1; TRPV1-expressing cells, Fluo-8 calcium influx, agonist mode; activation, % at 8.33 µM; 0.19% of 320,000 active; AID 540275; in the data active means activation above about 80%; inconclusive means between about 30% and that limit; further: 0% is about no effect
#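 Cells expressing TRPV1 were dye-loaded with Fluo-8 and read kinetically: 10 s baseline, 3 min after compound (agonist portion), then 2 min after EC20 capsaicin (allosteric enhancer portion). Calcium-bound dye fluorescence at 480/520 nm.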
# ELG1 genotoxic: induces genotoxicity in HEK293T cells with luciferase-tagged ELG1; HEK293T ELG1-luciferase reporter, luminescence, 16 h; AID 504466; Potency, µM (titrated, usually from 46 µM), inactives show top-dose activity change, positive = activation, most hits filed as activators; 1.3% of 330,000 active; further: potency means the concentration at half of the fitted maximal effect; % of control where 0% means no effect; nearly all actives have a fitted effect of over 60% in size
#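 HEK293T cells expressing luciferase-tagged ELG1 were exposed to compound or DMSO vehicle for 16 hr at 37 °C and 5% CO2. Luciferase activity was then measured with ONE-Glo after 30 min at room temperature.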
# RORg inh: inhibitors of mouse ROR gamma transcriptional activity; P51450; Drosophila S2 Gal4-RORgamma UAS-luciferase reporter, 20 h; Potency, µM (highest dose often 53.6 µM), inactives show at the top dose activity change, negative = inhibition, usual class: inhibitors; 5.4% of 310,000 active; AID 2551; further: potency means the concentration at half of the fitted maximal effect; on the % scale 0 is the no-effect control and ±100 the full control effect; nearly all actives have a fitted effect of over 60% in size
# Target sequence (P51450 whole entry, looked up, the tested form may be a part): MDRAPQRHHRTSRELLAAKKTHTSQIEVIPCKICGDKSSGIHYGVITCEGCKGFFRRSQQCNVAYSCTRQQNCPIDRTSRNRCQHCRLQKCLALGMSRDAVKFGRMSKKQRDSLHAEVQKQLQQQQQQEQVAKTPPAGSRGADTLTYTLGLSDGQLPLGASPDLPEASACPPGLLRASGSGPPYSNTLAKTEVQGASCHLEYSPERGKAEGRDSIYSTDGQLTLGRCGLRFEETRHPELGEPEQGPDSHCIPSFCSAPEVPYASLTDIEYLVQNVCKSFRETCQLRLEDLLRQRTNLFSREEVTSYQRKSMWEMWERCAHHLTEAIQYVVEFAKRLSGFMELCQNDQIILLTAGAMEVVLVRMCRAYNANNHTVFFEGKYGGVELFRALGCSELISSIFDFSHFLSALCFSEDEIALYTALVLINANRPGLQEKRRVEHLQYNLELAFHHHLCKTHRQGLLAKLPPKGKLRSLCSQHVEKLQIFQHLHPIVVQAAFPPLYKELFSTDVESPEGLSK
#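 Using a luciferase readout, inhibitors were identified by reduced reporter activity in Drosophila cells coexpressing a copper-inducible Gal4–ROR gamma fusion and UAS-driven Photinus luciferase, incubated 20 hr after 700 uM copper sulfate.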
# NPC1 promoter act: activators of NPC1 promoter; Huh7 NPC1 promoter luciferase reporter, 24 h; Potency, µM (doses to about 9.22 µM), without a hit: top-dose activation, hits mostly activators; 2.4% of 320,000 active; AID 485313;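 further: potency means the concentration at half of the fitted maximal effect; % of control where 0% means no effect; nearly all actives have a fitted effect of over 60% in size; reporter is driven by a mutant NPC1 promoter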
#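 Huh7 cells stably carrying NPC1 promoter–luciferase, plated in Opti-MEM with 10% FBS for 2 h, were exposed to compound in DMSO for 24 h at 37 °C; luciferase reagent was added for 10 min and luminescence read.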
# FLuc modulator: inhibits or activates purified firefly luciferase, miR-21 counter-screen. Potency, µM (titrated, usually from 57.5 µM), without a hit: top-dose activity change, negative = inhibition, actives largely listed as inhibitors. 6.9% of 360,000 active. P08659. purified FLuc, Km substrates, luminescence inhibition;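 further: potency means the concentration at half of the fitted maximal effect; plate controls were vehicle for no effect and reference inhibitor for full effect; nearly all actives have a fitted effect of over 55% in size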
#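 Biochemical qHTS of compounds, final roughly 60 µM downward over six points, against 10 nM purified firefly luciferase using Km concentrations of substrates (10 uM D-luciferin, 10 uM ATP) in Tris acetate pH 7.5 buffer; luminescence output.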
# Rab9 prom act: activators of Rab9 promoter; Potency, µM (highest dose often 9.22 µM), without a hit: top-dose activation, negative = inhibition, usual class: activators; Huh7 Rab9 promoter-luciferase reporter, luminescence, 24 h; AID 485297; 2.8% of 320,000 active; further: potency means the concentration at half of the fitted maximal effect; % of control where 0% means no effect; nearly all actives have a fitted effect of over 60% in size
#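 Cell-based reporter: Huh7 stable for Rab9 promoter-driven luciferase, plated in reduced-serum medium with 10% FBS at 1500 cells/well, compound-treated 24 h at 37 °C, luminescence read after 10 min reagent.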
# ELG1 repair inh: inhibitors of ELG1-dependent DNA repair in HEK293T cells | AID 504467 | Potency, µM (top dose mostly 46.1 µM), inactives show at the highest dose activity change, negative = inhibition, actives largely listed as inhibitors | HEK293T ELG1-luciferase reporter, luminescence, 16 h; DNA damage induced by 5-fluorouridine | 2.3% of 330,000 active; further: potency means the concentration at half of the fitted maximal effect; on the % scale 0 is the no-effect control and ±100 the full control effect; nearly all actives have a fitted effect of over 55% in size
#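 HEK293T cells expressing luciferase-tagged ELG1 (2,000/well) received 5-Fluorouridine plus compound or DMSO for 16 hr at 37 °C. Luciferase was read by ONE-Glo luminescence after 30 min at room temperature.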
# Gal4-VP16 FLuc: inhibits Gal4-VP16 luciferase reporter, ROR gamma counter-screen. Drosophila S2 Gal4-VP16 UAS-luciferase, luminescence, 20 h. Potency, µM (titrated, usually from 53.6 µM), for the others: top-dose activity, negative = inhibition, hits mostly inhibitors. 3.5% of 310,000 active;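 further: Gal4-VP16 expression switched on by copper sulfate through the metallothionein promoter; potency means the concentration at half of the fitted maximal effect; on the % scale 0 is the no-effect control and ±100 the full control effect; nearly all actives have a fitted effect of over 50% in size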
# The depositor's hits bear a star; ? = inconclusive; / = not tested or not shown; [ ] = remark or other dose. Unless noted, the call rests on the fitted dose curve; in most records, active means well fitted curve in the direction sought with a large enough effect; inconclusive means small, poorly fitted or top-dose-only effect, or another doubt; inactive means no such curve, though single readings can be large; an effect the other way counts as inactive or inconclusive.
SMILES,Tb PFK block,BRCA1 expr act,p53 reactivator,TRPV1 agonist,ELG1 genotoxic,RORg inh,NPC1 promoter act,FLuc modulator,Rab9 prom act,ELG1 repair inh,Gal4-VP16 FLuc
Cc1ccc([N+](=O)[O-])cc1NC(=O)CSc1n[nH]c(-c2cccnc2)n1,-3%,-2%,-1%,-4,1%,24%,1%,?,-2%,-14%,-14%
NS(=O)(=O)c1ccc(NC(=O)/C=C/c2ccccc2[N+](=O)[O-])cc1,-2%,-27%,6%,6,-2%,7%,1%,4%,0%,-1%,-13%
C=Cc1ccc(Cn2c(=O)n(C)c(=O)c3sccc32)cc1,-1%,-44%,3%,1,?,?,-11%,-17%,-15%,?,?
CCOC(=O)C1CCCN(C(=O)CN2C(=O)C(CC)Oc3ccc(C)cc32)C1 (centres undefined),-7%,-4%,-2%,9,1%,3%,-1%,2%,1%,6%,-5%
CCN(CC(=O)Nc1cccc(OC)c1)CC(=O)Nc1ccccc1C,6%,-8%,-6%,1,-2%,21%,-5%,0%,0%,-17%,15%
COc1ccc(-c2ccc(SCC(=O)c3ccccc3)nn2)cc1OC,3%,15%,-1%,13,-4%,18%,-1%,24µM*,1%,?,5%
Cc1ccccc1C1c2[nH]c3ccccc3c2CCN1CCCn1cccn1 (centres undefined),-8%,-25%,5%,23,-9%,5%,-2%,-3%,8%,-13%,-21%
O=C1C2C(c3ccccc3)C=CC(c3ccccc3)C2C(=O)N1CCO (centres undefined),6%,0%,-7%,23,-4%,-17%,0%,4%,0%,-13%,4%
CCCCC(=O)N(CCOC)c1nnc(-c2cccnc2)s1,-7%,6%,-5%,16,0%,7%,-1%,2%,-5%,-8%,-8%
COc1cccc(CNc2nc(-c3cccnc3)nc3ccccc23)c1,-3%,-29%,-4%,5,-5%,0%,16%,-11%,-6%,?,-4%
CCc1ccc(C(O)(CC(C)C)C(CN2CCOCC2)c2ccccc2)cc1 (centres undefined),-3%,-48%,-2%,?,-10%,43%,-5%,0%,-5%,-21%,-16%
COC(=O)c1cn(CC(=O)N2CCCCC2C)c2ccccc12 (centres undefined),-3%,2%,0%,0,0%,8%,-3%,-2%,-5%,-6%,-1%
CC1(C)C2CCC1(C)C(NCC(O)COc1ccc(C#N)cc1)C2 (centres undefined),0%,-11%,-5%,1,-4%,1%,-1%,2%,-1%,-12%,4%
Cc1noc(C)c1S(=O)(=O)NC1CCCc2ccccc21 (centres undefined),-2%,-43%,-5%,0,-2%,8%,-3%,-1%,-2%,9%,-7%
COc1cccc(-n2nc(C(N)=O)c(O)cc2=O)c1,-7%,7%,-2%,-2,3%,-1%,1%,3%,-30%[inhibitor],12%,2%
CCc1ccc(N2CCN(C(=O)c3ccc4c(c3)OCO4)CC2)cc1,-3%,-3%,-12%,6,-2%,27%,-2%,-11%,6%,-8%,-7%
CCN(CC(=O)Nc1c(F)cccc1F)C(=O)CCc1nc2cc(S(=O)(=O)N(C)C)ccc2n1CC,-7%,-18%,11%,-1,4%,9%,-3%,5%,3%,-7%,-3%
CCn1c(C)nc2cc(C(=O)NNC(=O)c3ccc(C)cc3)ccc21,1%,?,?,-4,?,/,26%,?,?,?,/
CC(Nc1ncnc2ccccc12)c1ccccc1 (centres undefined),-2%,-30%,-22%,12,1%,?,-27%,1%,-29%,-27%,2.8µM*
COc1ccc(C(=O)COC(=O)c2cnc(C)cn2)c(OC)c1,-7%,7%,-2%,-3,2%,/,1%,1%,3%,?,/
CCn1nc(NS(=O)(=O)c2ccccc2[N+](=O)[O-])c2cc3ccc(C)cc3nc21,-1%,7%,3%,-3,5%,42%,-2%,?,-3%,?,-7%
Cc1c(C(=O)OCc2ccccc2)nnn1-c1nonc1N,1%,7%,13%,?,2%,-2%,0%,5%,2%,17%,0%
CCc1ccc(-c2cc(C)no2)cc1S(=O)(=O)NCCc1ccc(S(N)(=O)=O)cc1,2%,-20%,3%,-4,-1%,25%,-1%,4%,-1%,3%,-22%
O=C(Nc1cc(S(=O)(=O)N2CCCCC2)ccc1Oc1ccccc1)C1=COCCO1,5%,-36%,-2%,25,-8%,?,-2%,7%,0%,-30%,-10%

# Shown with two lines to a compound: 3 of the compounds above.
# The line under a structure holds: Tb PFK block	BRCA1 expr act	p53 reactivator	TRPV1 agonist	ELG1 genotoxic	RORg inh	NPC1 promoter act	FLuc modulator	Rab9 prom act	ELG1 repair inh	Gal4-VP16 FLuc
CCn1nc(NS(=O)(=O)c2ccccc2[N+](=O)[O-])c2cc3ccc(C)cc3nc21
    -1%	7%	3%	-3	5%	42%	-2%	?	-3%	?	-7%
Cc1c(C(=O)OCc2ccccc2)nnn1-c1nonc1N
    1%	7%	13%	?	2%	-2%	0%	5%	2%	17%	0%
CCc1ccc(-c2cc(C)no2)cc1S(=O)(=O)NCCc1ccc(S(N)(=O)=O)cc1
    2%	-20%	3%	-4	-1%	25%	-1%	4%	-1%	3%	-22%

# Next records follow.
SMILES,Tb PFK block,BRCA1 expr act,p53 reactivator,TRPV1 agonist,ELG1 genotoxic,RORg inh,NPC1 promoter act,FLuc modulator,Rab9 prom act,ELG1 repair inh,Gal4-VP16 FLuc
COc1cccc(NC(=O)c2nc(SC)ncc2Cl)c1,1%,-67%,11%,4,-4%,40%,4%,3%,1%,1%,16%
CC(C)CN1CCN(Cc2c[nH]c3ccccc23)CC1CCO (centres undefined),3%,-21%,/,-1,0%,1%,1%,3%,-3%,?,13%
O=c1cnc(-c2ccc(Cl)cc2)cn1O,3%,2%,4%,0,2%,?,0%,?,1%,0%,?
CCOC(=O)c1c(NC(=S)Nc2ccccc2)sc2c1CCN(CC)C2,-6%,-15%,5%,2,-1%,8%,2%,-5%,1%,6%,-3%
Cc1cccc(-n2ncc3c(N4CCCC4)ncnc32)c1,0%,-30%,/,-1,?,?,0.5µM*,0.95µM*,0.63µM*,?,?
CCCOc1c(Br)cc(C2C3=C(CCCC3=O)N(CC)C3=C2C(=O)CCC3)cc1OC,-9%,-41%,-4%,?,1%,4%,-5%,-8%,-4%,11%,4%
Cc1cccc(C(=O)NCCCN2CCCC2=O)c1,0%,0%,4%,-1,-3%,-6%,1%,1%,0%,0%,9%
Cc1ccc(Cn2c(SCCN3CCOCC3)nc3c2c(=O)n(C)c(=O)n3C)cc1,1%,-4%,-9%,2,3%,2%,-1%,3%,6%,-26%,1%
CCC(c1nnnn1CCc1ccccc1)N(Cc1ccco1)Cc1cc2c(C)ccc(C)c2[nH]c1=O (centres undefined),3%,-63%,2%,16,-28%,3%,0%,1%,0%,?,-26%
CCCn1c(-c2ccc(C(=O)OC)cc2)nc2c1c(=O)[nH]c(=O)n2Cc1ccccc1,-3%,-20%,3%,2,0%,-4%,-2%,1%,-5%,-9%,1%
COc1ccc2nc(NC(=O)c3cccc(N4C(=O)CCC4=O)c3)sc2c1,0%,16%,?,-4,4%,/,2%,0.85µM*,2%,1%,/
CCC(C(=O)OC(C)C(=O)Nc1ccc(Cl)cn1)c1ccccc1 (centres undefined),2%,-31%,0%,26,-9%,36%,1%,2%,2%,7%,0%
O=C(/C=C/c1ccco1)NCc1ccc(F)cc1,?,40%,30%,29,3%,7%,7%,-10%,11%,21%,2%[10 µM]
Cc1ccc(C(=O)Nc2cc3[nH]c(=O)oc3cc2C)cc1,-4%,-22%,6%,?,12%,-2%,-3%,-16%,1%,-27%,-10%
CCOC(=O)C1CCN(C(=O)CSc2nc(N)cc(=O)[nH]2)CC1,1%,-3%,0%,-3,0%,-11%,-1%,3%,1%,?,-20%
CCC(OCC(O)CN1CCCCC1)c1ccccc1 (centres undefined),1%,-20%,0%,-2,0%,-9%,-2%,0%,-2%,7%,2%
O=C(COC(=O)CNC(=O)c1cccc([N+](=O)[O-])c1)NCc1ccco1,-1%,-11%,-3%,1,0%,10%,0%,2%,-2%,0%,0%
O=C(O)c1cccc(NC(=S)NC(=O)C(c2ccccc2)c2ccccc2)c1,1%,-34%,7%,0,-2%,-6%,-1%,-5%,9%,1%,1%
COc1ccc(NC(=O)COC(=O)Cc2ccc(Br)cc2)cc1,-3%,4%,0%,17,1%,-1%,-1%,-8%,1%,5%,2%
CCc1ccccc1NC(=O)c1cccc(Oc2ccc([N+](=O)[O-])cc2Cl)c1,0%,-19%,?,0,-3%,87%,-9%,2%,0%,-29%,-10%
N#Cc1c(NC(=O)CN2CCN(S(=O)(=O)c3ccc4c(c3)OCCO4)CC2)sc2c1CCC2,3%,4%,6%,1,-1%,2%,0%,2%,-5%,12%,4%
